Screens (PubChem)
ERb SRC1 inh: blocks coactivator binding to human estrogen receptor beta; TR-FRET ER-beta LBD / SRC1-Cy5 peptide binding; receptor agonist-loaded with 1 µM estradiol; inhibition, % at 25.6 µM; actives 1.3% (n = 86,000); AID 633;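 active = compounds whose percent inhibition of the receptor-coactivator binding signal exceeds about 50% in the single-dose screen, limit read from the data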;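 also: 0% = receptor plus peptide wells without compound and 100% = peptide-only wells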
MT1-MMP txn act: activates MT1-MMP transcription; HT1080 MT1-MMP promoter luciferase reporter, luminescence, overnight; stronger effect = higher value; activation factor at 10 µM; AID 750; actives 0.16% (n = 86,000);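 active = activation factor of at least 2 for MT1-MMP transcription at 10 µM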
Smad3 FoxH1 inh: Smad3 (human) transcription factor binding inhibition. inhibition, % at 25 µM. TR-FRET Smad3/Dy647-FoxH1 peptide binding, europium anti-His. actives 0.29% (n = 88,000). P84022;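 active = compounds that reduce the energy-transfer binding signal between the protein and its labelled peptide by more than half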;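 also: 0% = Smad3 plus labelled peptide maximal FRET and 100% = peptide-only background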
Target sequence (P84022 whole entry, looked up): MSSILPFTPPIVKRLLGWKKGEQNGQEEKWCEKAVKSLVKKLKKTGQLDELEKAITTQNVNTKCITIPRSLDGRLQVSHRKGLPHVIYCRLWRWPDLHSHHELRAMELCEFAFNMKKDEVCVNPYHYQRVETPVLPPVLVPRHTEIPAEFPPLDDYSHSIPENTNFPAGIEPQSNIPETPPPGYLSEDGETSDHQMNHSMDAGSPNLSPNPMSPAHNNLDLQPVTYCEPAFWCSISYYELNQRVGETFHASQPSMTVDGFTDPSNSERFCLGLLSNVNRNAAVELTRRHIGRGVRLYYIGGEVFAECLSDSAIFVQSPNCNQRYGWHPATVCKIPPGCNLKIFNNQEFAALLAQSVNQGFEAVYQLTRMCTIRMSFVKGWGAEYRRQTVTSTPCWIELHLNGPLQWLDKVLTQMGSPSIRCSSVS
HUVEC prolif 384: blocks proliferation of human endothelial cells; actives 1.1% (n = 86,000); AID 648; viability, % at 10 µM (by protocol); HUVEC proliferation, CellTiter-Glo luminescence, 72 h; stronger effect = lower value;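 active = viability at or below 30%; inactive = viability above 30%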;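 also: 100% = median luminescence of DMSO-only cell control wells on each plate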
ERa SRC1 inh: ER-alpha (human) coactivator binding inhibition. TR-FRET ER-alpha LBD / SRC-1 peptide, estradiol-bound. inhibition, % at 25.6 µM. actives 1.7% (n = 86,000). AID 629; in the data active = inhibition above about 50%;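 also: 0% = receptor plus peptide control and 100% = peptide only without receptor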
Target sequence (P03372 whole entry, looked up, the tested form may be a part): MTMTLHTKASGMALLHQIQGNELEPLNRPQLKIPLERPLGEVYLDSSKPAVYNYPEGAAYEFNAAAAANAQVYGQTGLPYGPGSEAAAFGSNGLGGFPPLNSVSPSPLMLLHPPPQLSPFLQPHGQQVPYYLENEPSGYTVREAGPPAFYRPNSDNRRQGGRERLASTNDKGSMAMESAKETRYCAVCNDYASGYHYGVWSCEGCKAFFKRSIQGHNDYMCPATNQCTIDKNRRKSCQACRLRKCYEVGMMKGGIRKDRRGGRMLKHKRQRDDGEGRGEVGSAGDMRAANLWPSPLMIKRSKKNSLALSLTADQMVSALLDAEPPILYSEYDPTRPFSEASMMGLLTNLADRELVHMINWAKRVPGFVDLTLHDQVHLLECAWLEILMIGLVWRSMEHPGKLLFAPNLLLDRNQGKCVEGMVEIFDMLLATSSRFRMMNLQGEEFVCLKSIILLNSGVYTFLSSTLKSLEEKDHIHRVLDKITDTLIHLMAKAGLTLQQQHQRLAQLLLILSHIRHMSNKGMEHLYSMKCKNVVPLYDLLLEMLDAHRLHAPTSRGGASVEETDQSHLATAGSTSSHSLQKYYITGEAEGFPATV
Lung fibro prol: blocks proliferation of human lung fibroblasts. actives 1.1% (n = 85,000). viability, % at 10 µM. LL 47 human lung fibroblast viability, ATP luminescence; stronger effect = lower value;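 active = viability at or below 50% in the single dose screen; inactive = viability above 50%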;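 also: compound exposure lasted 72 h before the ATP readout; 100% = median luminescence of untreated cell-only wells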
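material = human LL 47 lung fibroblast cells | dosing = compounds added from tenfold dosing solution, 0.1% DMSO final | timing = overnight cell rest, 72 h compound treatment at 37 °C | measured by = CellTiter-Glo luminescence measuring cellular ATP | evaluation = % viability versus median cells-only luminescence | control set = cell-only wells, no compound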
CD11b adhes enh: increases human CD11b/CD18 adhesion to fibrinogen; P05107+P11215; K562 CD11b/CD18 adhesion to fibrinogen, ATPlite luminescence; activation, % at 10 µM; actives 0.07% (n = 93,000);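 active = 10 µM primary screen giving 50% or more activity, confirmed by 40% or more on retest at that dose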; also: strong numbers were not always called active
H69AR growth 86K: growth inhibitors of human H69AR lung tumor cells | AID 598 | H69AR lung tumor viability, ATP luminescence, 72 h; stronger effect = lower value | actives 6% (n = 85,000) | viability, % at 10 µM;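 active = viability at or below 40%; inactive = viability above 40%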;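 also: multidrug resistant small cell line overexpressing MRP-1 efflux transporter; 100% = mean luminescence of untreated control wells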
ERa SRC1 pot: ER-alpha (human) coactivator binding potentiation. P03372. coactivator binding (% of control), % at 25.6 µM. TR-FRET ERalpha-LBD/SRC-Cy5 coactivator binding, 2 h; 100 = basal binding, no effect. AID 639. actives 1.3% (n = 86,000); in the data active = activity above about 200%;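 also: binding measured in presence of low estradiol as agonist stimulus; 0% = peptide alone without receptor and 100% = receptor with peptide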
* = called active by the depositor; . = not tested or not shown; [ ] = remark or other dose.

Every second line gives: ERb SRC1 inh	MT1-MMP txn act	Smad3 FoxH1 inh	HUVEC prolif 384	ERa SRC1 inh	Lung fibro prol	CD11b adhes enh	H69AR growth 86K	ERa SRC1 pot
O=C(Nc1ccc2c(c1)OCCO2)c1ccc2nccnc2c1
  -7	0.5	-1	84	-1	95	0	69	106
CCCn1c(N)c(C(=O)CSc2nnc(-c3ccco3)n2Cc2ccccc2)c(=O)[nH]c1=O
  14[fluorescence artefact?]	1.2	11	74	21[fluorescence artefact?]	93	.	88	96
Cc1nc2sc(C(c3ccco3)N3CCN(C(c4ccccc4)c4ccccc4)CC3)c(O)n2n1 (centres undefined)
  10[fluorescence artefact?]	1.1	2	74	8	92	-3	69	56
Cc1nn(C)c(C)c1NC(=O)CSc1nc(C2CC2)nc2c1cnn2-c1ccccc1
  9[fluorescence artefact?]	1	-8	96	20	43*	.	79	102[fluorescence artefact?]
Cn1c(=O)[nH]c(=O)c2c1nc(CN1CCN(c3cccc(Cl)c3)CC1)n2CCCc1ccccc1
  2	1.1	-4	82	-8	95	-2	57	94
Cn1c(Cc2ccccc2)nnc1SCC(=O)N1CCOCC1
  -3	1.1	-3	99	-2	105	0	103	112[fluorescence artefact?]
CCOc1cc(C)c(Cl)cc1S(=O)(=O)NCC1CCCO1 (centres undefined)
  -3	1	-1	100	3	97	2	89	118
Cc1cc(NC(=O)CSc2nc3ccccc3c(=O)n2C(C)c2ccccc2)no1 (centres undefined)
  -4[fluorescence artefact?]	1.1	-12	74	1	80	1	74	93
FC(F)Sc1nnc(-c2cccs2)n1-c1ccccc1
  -18	0.9	8	97	-5	99	.	90	105
Cc1ccc(C)c(-n2c(SCC(=O)NCC3CCCO3)nnc2-c2ccoc2C)c1 (centres undefined)
  1	1.2	4	106	9	105	-6	93	113
CCOc1ccccc1N1CC(C(=O)Nc2nccs2)CC1=O (centres undefined)
  1	1.2	4	104	-4	95	-1	108	109
COc1ccc(CN2C(=O)C(O)(CC(=O)c3ccc4c(c3)OCO4)c3ccccc32)cc1OC (centres undefined)
  0	.	75*	105	-4	105	-1	28*	97
CCOc1ccc(CCNC(=O)C2CCN(c3ccc(N4CCOCC4)nn3)CC2)cc1OCC
  6[fluorescence artefact?]	1.2	-5	92	0[fluorescence artefact?]	100	0	89	103
COc1ccc(N2CCn3c2nc2c3c(=O)n(CCc3ccccc3)c(=O)n2C)c(OC)c1
  -9[fluorescence artefact?]	1.2	-8	79	6	98	0	67	98
C=CCSc1nnc(NC(=O)CSc2nc3ccccc3o2)s1
  -21	1.2	4	101	-5[fluorescence artefact?]	100	1	84	106
CN1Cc2sc(N)c(C#N)c2CC1(C)C
  12[fluorescence artefact?]	1	10	88	10	90	-5	99	92[fluorescence artefact?]
CCCCNC(=O)CS(=O)Cc1nc(-c2cccs2)oc1C (centres undefined)
  2	1.2	2	94	-2	107	-1	92	108
O=C(CN(CC1CCCO1)C(=O)CCC(=O)Nc1nccs1)NCc1ccc2c(c1)OCO2 (centres undefined)
  1	1.1	5	100	-4	102	0	99	117
Cc1cc2ccccc2n1CCNC(=O)COc1ccc2ccccc2c1
  11	.	2	73	-1	106	12	86	168
COc1cc(C2C(C(C)=O)=C(O)C(=O)N2CCN(C)C)ccc1O (centres undefined)
  -5	1.1	4	102	3	109	-2	93	99
CCN(CC(=O)NCc1cccs1)S(=O)(=O)c1cccc(C(C)=O)c1
  -3	1.1	1	105	-2	96	-3	90	87
CCN(CC)C(=O)CSc1nc2cc(OC)c(OC)cc2c(=O)n1Cc1ccc(Cl)cc1
  5[fluorescence artefact?]	0.9	-3	84	12[fluorescence artefact?]	101	-1	87	79
O=C1C2(c3ccccc3)CN(CCCO)CC1(c1ccccc1)CN(CCCO)C2
  -6	1.1	5	88	-5	102	-8	85	112
CCn1c(SCc2c(F)cccc2Cl)nnc1-c1ccco1
  -7	1.5	-3	88	-4	94	1	87	107
CC(C)(C)c1ccc(OC(=O)c2ccc3nsnc3c2)cc1
  -12	1.1	-4	107	-7	100	0	107	108
C=CCN1C(=O)C(Cc2ccc(F)cc2)S/C1=N/N=C/c1cccs1 (centres undefined)
  -10	1.2	-3	90	20	89	-2	95	109
Cc1ccccc1OCCn1c(=O)oc2ccccc21
  -1	1.1	-8	96	0	93	-3	86	100
Cn1c(SCc2nc3ccccc3[nH]2)nnc1-c1ccccn1
  -8[fluorescence artefact?]	1.2	8	104	-2	102	0	92	107[fluorescence artefact?]
CN(Cc1ccccc1)Cc1nc2c(c(=O)n(C)c(=O)n2C)n1CCCc1ccccc1
  -5	1.2	-2	81	-2	99	13	106	113
O=C1c2ccccc2-c2nccnc21
  -4	1.2	2	91	3	100	-5	77	104
O=C(Cn1c(=O)sc2ccccc21)OC(CCl)CCl
  15	1.4	3	85	-8	109	.	93	110[fluorescence artefact?]
CCC1CCCCN1C(=O)Nc1cccc(NC(=O)N2CCCCC2CC)c1 (centres undefined)
  -14	1	11	91	-7[fluorescence artefact?]	102	-1	90	121
Cc1csc(NC(=O)Nc2cccc(Cl)c2)n1
  -7	1.4	-1	93	7	97	.	94	94
CCC(C)Sc1nc2ccccc2c(=O)[nH]1 (centres undefined)
  -23[fluorescence artefact?]	1.3	10	91	-24	93	.	84	99
COc1ccccc1CN1C(=O)CN(C2CCCCCC2)C(=O)C1c1ccc(F)cc1 (centres undefined)
  10[fluorescence artefact?]	1.1	4	116	9	90	-2	90	103
Cc1ccc[n+](-c2nc3ccccc3nc2C(=C=[N-])C#N)c1
  -7	1.4	-15	117	2	100	-3	60	85[fluorescence artefact?]
N#CC(C(=O)Nc1ccc(Cl)cc1)=C1Nc2ccccc2N1
  6	1	4	58	54*	87	0	53	163
c1ccn(-c2ncnc3sc4c(c23)CCCC4)c1
  2	1.1	7	94	-7	89	0	99	100
COc1ccc(-n2c(C)cc(C=O)c2C)cc1Cl
  -10	1	-2	95	-3	92	.	87	116
Cc1ccc(OCC(=O)N(C)CCc2ccccn2)cc1
  11	1	2	94	-2	94	-3	95	95
O=C(Nc1ccon1)c1ccc(S(=O)(=O)N2CCCCCC2)cc1
  15[fluorescence artefact?]	1.2	8	98	3	.	2	92	100[fluorescence artefact?]
Cc1noc(C)c1C(=O)OCC(=O)c1c(N)n(CC(C)C)c(=O)n(C)c1=O
  -4	1.1	-1	88	-7	95	-3	85	119
O=C(O)c1ccc(NS(=O)(=O)c2ccc3c(c2)OCCO3)cc1
  -9	1	-15	102	-8	98	-1	93	92
Oc1ccc(-c2nnc(SCC3CCCCC3)o2)cc1
  0[fluorescence artefact?]	1.3	8	87	8[fluorescence artefact?]	102	1	35*	98
O=C1c2ccccc2C(=O)N1OCc1ccc(Cl)cc1
  -3	.	-1	89	2	94	2	86	113[fluorescence artefact?]
Cn1c(=O)c2c(nc(CN3CCN(Cc4ccccc4)CC3)n2Cc2ccc(F)cc2)n(C)c1=O
  -5	1.2	1	94	-4	91	-2	42	94
O=C(c1ccco1)N1CCN(c2ccccc2F)CC1
  -2[fluorescence artefact?]	.	4	98	1[fluorescence artefact?]	109	5	103	121
OC(CNCC(c1ccco1)N1CCCCC1)c1ccccc1 (centres undefined)
  -5	1.1	9	92	-2[fluorescence artefact?]	93	-1	96	132[fluorescence artefact?]
CCc1nnc(N2CCN(c3ncnc4c3oc3ccccc34)CC2)s1
  -3	1.2	8	72	9	99	-7	79	111[fluorescence artefact?]
COc1cc(OC)cc(-c2cc3nc4c(c(N5CCN(c6cnccn6)CC5)n3n2)CCCC4)c1
  -2	1.9	3	76	-1	106	.	71	120

Additional records follow.
Every second line gives: ERb SRC1 inh	MT1-MMP txn act	Smad3 FoxH1 inh	HUVEC prolif 384	ERa SRC1 inh	Lung fibro prol	CD11b adhes enh	H69AR growth 86K	ERa SRC1 pot
CCc1ccccc1N(CC(=O)Nc1cccc(N(C)S(C)(=O)=O)c1)S(C)(=O)=O
  -5	1.1	3[fluorescence artefact?]	86	3	97	-4	84	98
COCC(=O)Nc1cccc(Br)c1
  -9	1.1	-5	99	-32	107	6	101	128
COCCCNC(=O)c1c(N)n(/N=C/c2cccs2)c2nc3ccccc3nc12
  40	1.2	-9	80	43	67	103	44	158
CC(C)CCN1C(=O)c2ccc(C(=O)NCC3CCCO3)cc2C1=O (centres undefined)
  -6	1.1	10	90	9	101	1	94	122
CCC(Oc1ccccc1)C(=O)N1CCC(C(N)=O)CC1 (centres undefined)
  -3	1.4	1	97	-3	95	0	102	127
COc1ccc(C)cc1NC(=O)c1nnn(Cc2cccc(F)c2)c1N
  -4[fluorescence artefact?]	1.1	-3	63	-4	83	5	77	150[fluorescence artefact?]
COC(=O)C(O)(NC(=O)NC(C)=O)C(F)(F)F (centres undefined)
  12	1.1	-12	101	24	106	-3	95	110
CN1CCN(C(=O)c2cc3nc(-c4ccccc4)cc(-c4ccccc4)n3n2)CC1
  23	1.1	7	47	21	87	-2	48	77[fluorescence artefact?]
Cc1ccc(Nc2nc(N)nc(CSCCO)n2)cc1
  1	1.7	-5	96	-4	101	-4	101	102
O=C(NCC(=O)N(CC1CCCO1)C1(C(=O)NC2CCCC2)CCCCC1)c1ccccc1 (centres undefined)
  5[fluorescence artefact?]	1.1	-3	.	4[fluorescence artefact?]	.	-4	.	106[fluorescence artefact?]
CCC(=O)c1cc2c(C)cc(=O)oc2c(C)c1OC
  -2	1.3	1	92	22	102	.	80	95
Cc1ccc(CSC2=Nc3ccccc3C3=NC(CC(=O)NCc4ccco4)C(=O)N23)cc1 (centres undefined)
  34	1.3	6	79	49	101	90	29*	117
Oc1ccc(-c2nc3ncccn3c2Nc2ccc3c(c2)OCO3)cc1
  24	.	8	92	8[fluorescence artefact?]	95	-1	86	72[fluorescence artefact?]
CCc1ccc(C(=O)N2CCN(c3ccc(F)cc3)CC2)s1
  -1	1.2	7	88	-12	99	2	76	100
CC(=O)c1cnc2cc(C)nn2c1C
  -11	1	1	95	0	90	-1	98	107
O=S(=O)(Nc1ccc2c(c1)OCCO2)c1ccc2oc3ccccc3c2c1
  -4	1	-3	77	-10	98	-11	100	114
CC(C)CC(c1nnnn1CCc1ccccc1)N1CCC(C(N)=O)CC1 (centres undefined)
  -3	1.2	-2	93	-13	95	.	94	98
COc1ccc(S(=O)(=O)N2CCC(C(N)=O)CC2)c2ccccc12
  0	1.2	-8	102	4	100	-2	88	111
Cc1ccc(-n2nnnc2SCc2ccccn2)cc1C
  -11	1.2	8	102	-1	102	2	91	107

Profiles, looked up by structure. Order of values: ERb SRC1 inh | MT1-MMP txn act | Smad3 FoxH1 inh | HUVEC prolif 384 | ERa SRC1 inh | Lung fibro prol | CD11b adhes enh | H69AR growth 86K | ERa SRC1 pot
COc1ccc(S(=O)(=O)N2CCC(C(N)=O)CC2)c2ccccc12 as listed: 0 | 1.2 | -8 | 102 | 4 | 100 | -2 | 88 | 111
CCC(=O)c1cc2c(C)cc(=O)oc2c(C)c1OC as listed: -2 | 1.3 | 1 | 92 | 22 | 102 | . | 80 | 95
Oc1ccc(-c2nc3ncccn3c2Nc2ccc3c(c2)OCO3)cc1 as listed: 24 | . | 8 | 92 | 8[fluorescence artefact?] | 95 | -1 | 86 | 72[fluorescence artefact?]
CCc1ccc(C(=O)N2CCN(c3ccc(F)cc3)CC2)s1 as listed: -1 | 1.2 | 7 | 88 | -12 | 99 | 2 | 76 | 100

A portion of the library; rates above refer to the full screens.
